Source: PubChem BioAssay
Vif-A3G inh = Vif-A3G binding inhibition | 0.076% of 410,000 active | Q9HC16 | HeLa A3G-eYFP + Vif (tagged APOBEC3G with the HIV-1 protein that degrades it), YFP fluorescence, overnight | Potency, µM (doses to about 46.1 µM), without a hit: at the top dose activity, negative = active, hits mostly inhibitors | AID 602310;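 also: % is scaled to controls: 0 for no effect and ±100 for the full control effect; nearly all actives have a fitted effect of over 60% in size; hits raise eYFP signal because A3G escapes Vif-driven loss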
Target sequence (Q9HC16 whole entry, looked up): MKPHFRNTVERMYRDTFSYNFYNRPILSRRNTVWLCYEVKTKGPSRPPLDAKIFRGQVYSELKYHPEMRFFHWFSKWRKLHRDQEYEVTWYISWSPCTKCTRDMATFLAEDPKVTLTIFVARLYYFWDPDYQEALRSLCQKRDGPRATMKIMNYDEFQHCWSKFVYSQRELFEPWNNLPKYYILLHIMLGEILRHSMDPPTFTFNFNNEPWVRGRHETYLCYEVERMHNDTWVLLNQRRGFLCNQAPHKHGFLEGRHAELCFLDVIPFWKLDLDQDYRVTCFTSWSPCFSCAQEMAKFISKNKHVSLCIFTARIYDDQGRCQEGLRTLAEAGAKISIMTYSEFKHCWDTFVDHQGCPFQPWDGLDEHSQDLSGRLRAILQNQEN
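HeLa cells stably expressing Vif and C-terminally eYFP-tagged A3G, seeded overnight at 37 deg C, then exposed to compound by pintool overnight at 37 deg C. Rise in yellow fluorescence (Ex 488/Em 500-530, Acumen) marks blocked Vif-driven A3G degradation.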
Vif-A3F inh = Vif-A3F binding inhibition; Potency, µM (titrated, usually from 46.1 µM), inactives show at the top dose activity, negative = active; AID 602313; HeLa A3F-eYFP + Vif (tagged APOBEC3F with the HIV-1 protein that degrades it), YFP fluorescence increase; 0.2% of 390,000 active; also: % of control where 0% means no effect; nearly all actives have a fitted effect of over 65% in size
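Fluorescence increase (Ex 488/Em 500-530) after overnight compound treatment at 37 deg C flags inhibition of Vif-driven A3F-eYFP loss in stable HeLa A3F-eYFP/Vif cells seeded overnight beforehand.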
RXFP1 agonist = RXFP1 (human) receptor agonism. Q9HBX9. HEK293T-RXFP1 cAMP TR-FRET, 30 min; response scale: percent of porcine relaxin response, buffer zero. Potency, µM (doses to about 57.5 µM), for inactives: top-dose activation, most hits filed as activators. 0.3% of 370,000 active. AID 2676; also: % is scaled to controls: 0 for no effect and ±100 for the full control effect; nearly all actives have a fitted effect of over 60% in size; many of its hits are not listed in these tables
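Agonist response is measured as cAMP accumulation in an RXFP1-transfected HEK293T line under PDE4 inhibition. Values are scaled between buffer-only and 29 nM porcine relaxin, and EC50s come from standard Hill equation fits.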
USP1-UAF1 inh = inhibitors of human USP1/UAF1 deubiquitinase. recombinant USP1/UAF1, Ub-Rhodamine cleavage fluorescence. Potency, µM (titrated, usually from 57.1 µM), for the others: at the top dose activity change, negative = inhibition, actives largely listed as inhibitors. 0.23% of 390,000 active; also: % is scaled to controls: 0 for no effect and ±100 for the full control effect; nearly all actives have a fitted effect of over 60% in size; inactives centre near -12
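In this screen, compounds sit with the deubiquitinase complex (1nM) for 15 min at room temperature before Ub-Rho is added at 150nM final. Fluorescence rise is then followed for 6 reads every 60 seconds.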
TrxR1 substrate = substrates of rat thioredoxin reductase 1; purified TrxR1 substrate turnover, NADPH consumption readout; Potency, µM (top dose mostly 114 µM), for inactives: at the top dose activity change, negative = substrate turnover; O89049; 0.01% of 390,000 active; AID 588456; also: % is scaled to controls: 0 for no effect and ±100 for the full control effect; nearly all actives have a fitted effect of over 50% in size
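Rat TrxR1, dispensed at 90 nM, was prereduced with 400 uM NADPH (final) for 5 min at ~22 deg C, then incubated with compound 15 min before 400 uM selenite. A first-read NADPH fluorescence drop versus no-compound background flagged substrates.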
IDH1 R132H inh = human IDH1 R132H inhibition | IDH1-R132H enzyme, NADPH consumption, diaphorase/resazurin fluorescence | Potency, µM (titrated, usually from 76.6 µM), for the others: at the highest dose activity change, negative = inhibition, usual class: inhibitors | O75874 | 0.093% of 390,000 active | AID 602179; also: % is scaled to controls: 0 for no effect and ±100 for the full control effect; nearly all actives have a fitted effect of over 65% in size
Target sequence (O75874 whole entry R132H, stated change not applied): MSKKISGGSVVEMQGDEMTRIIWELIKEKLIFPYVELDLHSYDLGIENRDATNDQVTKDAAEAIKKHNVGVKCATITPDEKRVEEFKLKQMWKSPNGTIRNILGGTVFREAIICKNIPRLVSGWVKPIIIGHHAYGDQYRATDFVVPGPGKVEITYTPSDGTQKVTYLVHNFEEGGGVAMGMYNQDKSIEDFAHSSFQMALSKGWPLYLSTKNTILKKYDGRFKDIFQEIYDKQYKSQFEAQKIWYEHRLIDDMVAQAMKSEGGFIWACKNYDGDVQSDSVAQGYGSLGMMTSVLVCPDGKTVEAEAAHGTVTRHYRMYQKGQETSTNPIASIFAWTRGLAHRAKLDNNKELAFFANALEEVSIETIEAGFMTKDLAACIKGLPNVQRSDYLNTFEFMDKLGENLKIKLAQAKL
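IDH1-R132H (0.5 ug/mL dispensed) in pH 7.5 Tris buffer was preincubated 30 min with compound, then given a substrate mix of 0.016 mM NADPH and 2 mM alpha-KG for 80 min at room temperature; remaining NADPH was read by diaphorase/resazurin fluorescence.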
12-LOX inh = blocks human arachidonate 12S-lipoxygenase; 1.1% of 580,000 active; Potency, µM (series often up to 108 µM), inactives show at the top dose activity change, negative = inhibition, actives largely listed as inhibitors; purified 12hLO, xylenol orange hydroperoxide absorbance; also: % is scaled to controls: 0 for no effect and ±100 for the full control effect
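Hydroperoxide product was detected by ferrous iron/xylenol orange as the 573 to 405 nm absorbance ratio. Arachidonic acid at 40 uM (final) was turned over for 30 min at room temperature by 150 nM human 12hLO, pH 7.0 Hepes buffer, after 15 min compound preincubation.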
RGS4 inh = human RGS4 inhibition; P49798; Transcreener GDP fluorescence polarization, RGS4-accelerated GTP hydrolysis; Potency, µM (highest dose often 114 µM), for the others: at the highest dose activity change, negative = inhibition, hits mostly inhibitors; 0.039% of 390,000 active; AID 504845; also: % is scaled to controls: 0 for no effect and ±100 for the full control effect; nearly all actives have a fitted effect of over 75% in size; some results filed as inactive show a strong effect at the top dose
Target sequence (P49798 whole entry, looked up): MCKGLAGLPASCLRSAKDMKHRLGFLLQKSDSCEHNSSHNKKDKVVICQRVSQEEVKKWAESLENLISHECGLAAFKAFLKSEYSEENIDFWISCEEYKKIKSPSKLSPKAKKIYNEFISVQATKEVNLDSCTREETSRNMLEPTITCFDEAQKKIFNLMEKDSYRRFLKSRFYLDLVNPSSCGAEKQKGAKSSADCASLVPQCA
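MLSMR compounds (23 nl, pin-transferred) preincubated 10 min at room temperature with a 500nM (2x) first reagent, then RGS4 at 900nM (2x) plus Transcreener GDP mix added; fluorescence polarization (620/688 nm) read before and after 90 min at 30 °C.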
TrxR1 inh = inhibitors of rat thioredoxin reductase 1; O89049; recombinant rTrxR1, NADPH fluorescence consumption, selenite substrate; Potency, µM (top dose mostly 114 µM), for inactives: at the top dose activity change, negative = inhibition, most hits filed as inhibitors; 1% of 390,000 active; AID 588453; also: % is scaled to controls: 0 for no effect and ±100 for the full control effect; nearly all actives have a fitted effect of over 65% in size
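Rat TrxR1 (90 nM in the dispensed reagent) was pre-reduced with 400 uM NADPH for 5 min at room temperature, then incubated with compound for 15 min. After 400 uM selenite was added, NADPH fluorescence (Ex 340/Em 450 nm) was followed for 8 min.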
* marks the source's active call; other numbers are inactive results; ? = inconclusive; . = not tested or not shown; & = joins results of further samples; [ ] = remark or other dose. Calls follow the shape of the dose curve; as a rule, active = well fitted curve in the direction sought with a large enough effect; inconclusive = small, poorly fitted or top-dose-only effect, or another doubt; inactive = no such curve, though single readings can be large; an effect the other way counts as inactive or inconclusive. Potency is read from the fitted curve at half-maximal effect.

Structure | Vif-A3G inh | Vif-A3F inh | RXFP1 agonist | USP1-UAF1 inh | TrxR1 substrate | IDH1 R132H inh | 12-LOX inh | RGS4 inh | TrxR1 inh
CN(C)CCCN(C(=O)c1ccc(S(=O)(=O)N2CCc3ccccc3C2)cc1)c1nc2c(F)cc(F)cc2s1 | 0% | 2% | 2.8% | -23% | 0%[57.1 µM] | -11% | . | 3% | 5%[57.1 µM]
O=C(NCc1cccs1)Nc1ccc2c(c1)OCO2 | -3% | 0% | 1.1% | -21% | 1% | 4% | -11% | -2% | -4%
O=C(Nc1ccc2c(c1)oc1ccccc12)N1CCOCC1 | -6% | -3% | 0.6% | -20% | -4% | 5% | -7% | -13% | -7%
O=C(N/N=C/c1ccc2c(c1)OCO2)c1ccc(Cn2cc([N+](=O)[O-])cn2)o1 | -6% | -7% | 0.5% | -16% | -16% | 2% | 16% | ? | -20%
O=C(Nc1cccc(Cl)c1Cl)c1cc2nc(-c3ccc4c(c3)OCO4)cc(C(F)(F)F)n2n1 | -2% | -12% | 1.0% | ? | 0% | -4% | ? | 2% | 22%[11.4 µM]
N#Cc1ccc(-c2nc3cc(Cl)ccc3c(=O)n2O)cc1 | 2% | 0% | 0.5% | 0% | -1% | -1% | -3% | 20% | 18%
CCCOc1ccccc1C1NC(=O)NC(C)=C1C(=O)OCCOC (configuration not stated) | 1% | 1% | 1.1% | -5% | -8% | 5% | 0% | -36% | -8%
Clc1ccc(CON/C=N/c2ncnc3sccc23)cc1 | -5% | 3% | 0.7% | -11% | -9% | -1% | ? | 12% | 0%
CC1Cc2ccccc2N1C(=O)CN(C)S(=O)(=O)c1cccc2cccnc12 (configuration not stated) | 1% | 0% | 1.0% | -18% | -6% | -9% | 11% | -6% | 3%
CCOC(=O)[C@H]1[C@H]2COc3cc(OC)ccc3[C@@H]2N2C(=O)c3c(C)cc(C)cc3NC(=O)[C@@]12C | -1% | 2% | . | -15% | 5%[57.1 µM] | 0% | 0% | 0% | 0%[57.1 µM]
CC1Cc2nc(SCC(N)=O)n(C)c(=O)c2S1 (configuration not stated) | 4% | -8% | 3.1% | -19% | -4% | 1% | -6%[57.4 µM] | 16% | 16%
Cc1ccccc1NC(=O)CCN1C(=O)c2ccccc2C1=O | 0% | 5% | 1.5% | -8% | -4%[57.1 µM] | -1% | 0% | -2% | -24%[57.1 µM]
COc1ccccc1CCC(=O)OCC(=O)NC1CCCCC1 | 2% | -2% | -5.8% | -25% | 6% | 0% | 1% | -7% | 26%
Cc1ccc(Nc2cc(C)nc3ccccc23)c(C)c1 | 1% | 14% | . | -10% | 8%[57.1 µM] | 1% | 0% | 33% | 10%[57.1 µM]
CCC(C)NC(=O)CSc1nc(-c2cccs2)cc(C(F)(F)F)n1 (configuration not stated) | -6% | 0% | 0.3% | -17% | 7% | 4% | 18% | -13% | 7%
CN1CC(=O)N(CC(=O)Nc2ccc(Cl)c(C(F)(F)F)c2)C1=O | 0% | -4% | 1.9% | -21% | -10%[57.1 µM] | 5% | -11% | -7%[11.4 µM] | 7%[57.1 µM]
COC(=O)c1cc(NS(=O)(=O)c2cccs2)cc(NS(=O)(=O)c2cccs2)c1 | -3% | -1% | -0.8% | -26% | 4% | 18% | -8% | -5% | 18%
O=C(Nc1cc2c3c(c1)CC(=O)N3CCC2)c1ccccc1F | 1% | -5% | -0.2% | -18% | 0% | 4% | ? | -7% | 7%
COc1cccc(/C=N/NC(=O)C(C)Sc2ccccc2)c1 (configuration not stated) | -3% | 4% | -0.2% | -1% | -4%[57.1 µM] | 12% | 0% | -23% | 29%[57.1 µM]
COC(=O)c1cnn2c1C(=O)N(Cc1cccs1)CC2 | 10% | -7% | -0.4% | -20% | 2% | 15% | 4% | -1% | -1%
CN1CCN(c2ccc(NC(=O)c3cccs3)cc2)CC1 | -3% | -7% | -3.6% | ? | 9% | 11% | 3% | 15% | 18%[57.1 µM]
COc1cccc(N2CCN(C(=O)c3ccc4ccccc4c3)CC2)c1 | ? | -8% | 0.1% | -3% | -9% | 1% | 0% | 24% | -5%
Cc1ccc(Cl)cc1N1CCN(C(=O)C2CCN(c3nnc(-n4cccc4)s3)CC2)CC1 | 5% | 1% | 1.7% | -11% | -6% | -9% | 298%[activator] | 21% | 5%
CC(OC(=O)c1cccc(-n2cnnn2)c1)C(=O)N(C)c1ccccc1 (configuration not stated) | 5% | -13% | 0.2% | -7% | -4% | -12% | 431%&1%[activator] | 8% | 7%
CCCCC(=O)Nc1ccccc1C(=O)OCc1cc(=O)n2nc(C3CCCCC3)sc2n1 | 0% | 0% | -1.0% | -22% | -1%[57.1 µM] | -7% | ? | 0% | 8%[57.1 µM]
CCCCn1c(-c2csc3c2CCCC3)n[nH]c1=S | 3% | -7% | -0.2% | -19% | 2% | 1% | ? | -47% | -15%
Cc1cccc(NC(=O)Nc2cc(C)on2)c1 | 0% | -3% | -2.1% | -4% | 10%[57.1 µM] | 8% | -25% | -12% | 26%[57.1 µM]
Cc1ccc(-n2nnc3c(=O)n(CC(N)=O)cnc32)cc1 | 2% | -5% | 2.6% | -24% | ? | 0% | -14% | 8% | -14%
C=CCn1c(SCC(=O)NCc2ccc3c(c2)OCO3)nc2scc(-c3ccccc3)c2c1=O | -1% | 3% | 0.7% | -12% | 2% | 5% | 0% | 5% | 8%
Cc1ccc(CS(=O)(=O)c2cn(CC(=O)Nc3ccon3)c3ccccc23)cc1 | 1% | -2% | 1.5% | -22% | 2%[57.1 µM] | 9% | -14% | -9% | 8%[57.1 µM]
CCC(C)(C(=O)NC1CCCCC1)N(Cc1ccco1)C(=O)c1ccc2c(c1)OCO2 (configuration not stated) | 0% | -8% | 0.2% | -24% | 6% | 5% | 11%&0% | -2% | 35%
CC(C)(O)C#Cc1ccc(CN2CCN(Cc3ccccc3)C(CCO)C2)s1 (configuration not stated) | -1% | 4% | -1.5% | -9% | 1% | -10% | 6% | 29% | 10%
N#Cc1cc2cc3c(cc2nc1SCC(=O)N1CCOCC1)OCO3 | -1% | ? | ? | 3% | 7% | 4% | ? | -20% | 13%
Cc1nn(Cc2cccc(Oc3ccccc3)c2)c(C)c1NC(=O)NC12CC3CC(CC(C3)C1)C2 | -4% | 5% | -0.2% | -20% | -3% | -2% | 0% | 15% | 8%
COc1ccccc1NC(=O)Nc1ccc2c(c1)OCCO2 | -3% | -2% | 1.8% | -18% | 3% | 13% | 0% | -32%[56.9 µM] | 19%
CCOC(=O)N1CCC(NC(=O)c2cc(C(=O)Nc3cccc(C(F)(F)F)c3)ccc2CO)CC1 | -2% | 4% | 0.2% | -7% | -6% | -4% | 0% | -6% | -13%
COc1ccc(NS(=O)(=O)c2ccc(SC)cc2)c(OC)c1 | -4% | -3% | -1.1% | -21% | 1% | 8% | -13% | -29% | 18%
CCOC(=O)Nc1sc2c(c1C(=O)OCC)CCC2 | -9% | 0% | -0.4% | -17% | -2% | 10% | ? | -40% | -14%
COc1ccc(N2C(=O)CC(Sc3nc4ccccc4s3)C2=O)cc1 (configuration not stated) | 0% | 0% | 2.3% | ? | -13%[57.1 µM] | 7% | -2% | -42% | 2%[57.1 µM]
COc1ccc([C@H]2CC(=O)C=C(c3ccc4ccccc4c3)C2)cc1OC | 3% | 3% | 0.9% | -25% | -3% | -1% | -28% | 18% | 18%
C=C(C)C(=O)N1CC2(CC(c3cccc(NC(=O)c4ccccc4)c3)=NO2)C[C@@H]1C(N)=O (some centres not stated) | 0% | -2% | 3.4% | 11% | 5%[57.1 µM] | -14% | 1% | -19% | -6%
O=C(O)c1ccc(NC(=O)c2ccc3c(c2)C(=O)N(CC2CCCO2)C3=O)cc1 (configuration not stated) | 2% | 5% | 5.9% | -7% | 4% | -5% | -12% | 0% | 15%
Cc1nc2ccccn2c1C(=O)NNC(=O)Nc1ccccc1 | 1% | -3% | 14% | -6% | -11% | 0% | 0% | 7% | -5%
CCOC(=O)N1CCC(NC(=O)c2cc3c(-c4ccccc4F)nn(C)c3s2)CC1 | 6% | -1% | 4.2% | -6% | 19%[57.1 µM] | 18% | 3% | -15% | 5%[57.1 µM]
CC12CN(C(=O)c3ccccc3Br)CC(C)(CN(C(=O)c3ccccc3Br)C1)C2=O | 1% | -9% | 2.9% | -19% | 7% | -9% | 128%[activator] | -6% | 16%
COC(=O)c1cc(S(=O)(=O)n2nc(C)c(Br)c2C)c(Cl)cc1Cl | 2% | -7% | -0.2% | -12% | 6%[57.1 µM] | 2% | 1% | -1% | -1%[57.1 µM]
Cc1cc(OCC(=O)Nc2nnc(C3CC3)s2)ccc1C(C)C | 5% | 5% | 1.7% | -15% | 4% | -9% | 188%[activator] | -11% | 11%

Record cards, from the list above:
`COc1ccccc1NC(=O)Nc1ccc2c(c1)OCCO2` across the screens: Vif-A3G inh: -3%; Vif-A3F inh: -2%; RXFP1 agonist: 1.8%; USP1-UAF1 inh: -18%; TrxR1 substrate: 3%; IDH1 R132H inh: 13%; 12-LOX inh: 0%; RGS4 inh: -32%[56.9 µM]; TrxR1 inh: 19%
`O=C(O)c1ccc(NC(=O)c2ccc3c(c2)C(=O)N(CC2CCCO2)C3=O)cc1` (configuration not stated) across the screens: Vif-A3G inh: 2%; Vif-A3F inh: 5%; RXFP1 agonist: 5.9%; USP1-UAF1 inh: -7%; TrxR1 substrate: 4%; IDH1 R132H inh: -5%; 12-LOX inh: -12%; RGS4 inh: 0%; TrxR1 inh: 15%

An excerpt; rates above refer to the full screens.
